MITF primary: blocks human microphthalmia-associated transcription factor. AID 1259374. 0.91% of 650,000 active. inhibition, % at 2.6 µM. O75030. AlphaScreen MITF homodimerization, bead proximity signal; in the data active = inhibition above about 50%;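 note: 0% = vehicle wells with protein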
Target sequence (O75030 whole entry, looked up): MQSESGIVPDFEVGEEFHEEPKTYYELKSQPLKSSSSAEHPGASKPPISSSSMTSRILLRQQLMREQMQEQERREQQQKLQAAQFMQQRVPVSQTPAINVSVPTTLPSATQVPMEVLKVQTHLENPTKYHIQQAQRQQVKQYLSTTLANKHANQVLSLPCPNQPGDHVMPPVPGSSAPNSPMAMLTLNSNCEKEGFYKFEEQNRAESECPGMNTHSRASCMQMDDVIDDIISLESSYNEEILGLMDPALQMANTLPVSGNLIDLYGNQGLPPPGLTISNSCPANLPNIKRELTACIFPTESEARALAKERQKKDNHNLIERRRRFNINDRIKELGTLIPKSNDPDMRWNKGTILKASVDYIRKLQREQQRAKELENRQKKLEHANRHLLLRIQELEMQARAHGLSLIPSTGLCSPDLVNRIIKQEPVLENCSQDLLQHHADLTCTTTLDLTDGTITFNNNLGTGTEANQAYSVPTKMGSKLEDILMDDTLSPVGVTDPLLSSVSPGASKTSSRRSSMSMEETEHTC
TEAD-YAP block: TEAD-YAP interaction inhibition; HEK-TIYL cells, TEAD-Gal4/YAP UAS-luciferase luminescence; inhibition, % at 9.12 µM; 1.4% of 640,000 active; in the data active = inhibition above about 32%;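 note: 0% = median of test compound wells and 100% = reference inhibitor wells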
FBW7 act: human FBW7 E3 ligase activation, primary screen; AlphaScreen FBW7–phospho-cyclin E peptide binding, activator screen; 0.13% of 650,000 active; normalized activity (activation), % at 26.1 µM; AID 1259310; Q969H0; in the data active = normalized activity above about 1.9%;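 note: purified mutant Fbw7 with reduced substrate affinity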
GPR151 ag: activates the human receptor GPR151. 1% of 650,000 active. activation, % at 11.2 µM. AID 1508602. PathHunter beta-arrestin GPR151 cells, luminescence. Q8TDV0; in the data active = activation above about 4.9%;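 note: 0% = median of compound wells and 100% = cells with positive control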
Target sequence (Q8TDV0 whole entry, looked up): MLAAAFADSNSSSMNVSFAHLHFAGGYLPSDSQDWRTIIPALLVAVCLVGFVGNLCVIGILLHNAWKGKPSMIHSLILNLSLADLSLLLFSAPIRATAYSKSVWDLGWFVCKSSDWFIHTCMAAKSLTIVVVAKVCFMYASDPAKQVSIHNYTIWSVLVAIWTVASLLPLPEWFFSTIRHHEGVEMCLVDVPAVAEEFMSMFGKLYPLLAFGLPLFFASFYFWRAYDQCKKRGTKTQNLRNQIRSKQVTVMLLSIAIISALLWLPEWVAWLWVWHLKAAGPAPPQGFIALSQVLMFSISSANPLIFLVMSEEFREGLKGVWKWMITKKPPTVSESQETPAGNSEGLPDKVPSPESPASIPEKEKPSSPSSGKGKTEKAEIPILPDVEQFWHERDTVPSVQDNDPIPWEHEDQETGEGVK
Numbers without * were called inactive; . = not tested or not shown.

Preview, five compounds:
SMILES	MITF primary	TEAD-YAP block	FBW7 act	GPR151 ag
CCOC(=O)C1CCCN(C(=O)c2cn(CC(C)C)c(=O)c3c2c2ccccc2n3C)C1 (configuration not stated)	-6	-11	-0.2	0.8
O=C1CCC(CCNCCOc2ccc(F)cc2)N1CCn1cncn1 (configuration not stated)	-2	0	-0.2	4.0
O=C(CC1C(=O)NCCN1C(=O)Nc1ccccc1)Nc1cc(Cl)cc(Cl)c1 (configuration not stated)	1	-8	-0.1	1.1
CNC(=S)N/N=C(\CCC(=O)O)c1cccs1	6	0	0.0	1.0
COc1ccc(N(CC(=O)NC2CCCC2)S(=O)(=O)c2c(C)[nH]c(=O)[nH]c2=O)cc1	6	-13	0.9	-0.3

This part in full, previewed entries included:
SMILES	MITF primary	TEAD-YAP block	FBW7 act	GPR151 ag
CCOC(=O)C1CCCN(C(=O)c2cn(CC(C)C)c(=O)c3c2c2ccccc2n3C)C1 (configuration not stated)	-6	-11	-0.2	0.8
O=C1CCC(CCNCCOc2ccc(F)cc2)N1CCn1cncn1 (configuration not stated)	-2	0	-0.2	4.0
O=C(CC1C(=O)NCCN1C(=O)Nc1ccccc1)Nc1cc(Cl)cc(Cl)c1 (configuration not stated)	1	-8	-0.1	1.1
CNC(=S)N/N=C(\CCC(=O)O)c1cccs1	6	0	0.0	1.0
COc1ccc(N(CC(=O)NC2CCCC2)S(=O)(=O)c2c(C)[nH]c(=O)[nH]c2=O)cc1	6	-13	0.9	-0.3
O=C(Cn1nc(Cl)ccc1=O)N1CCc2c([nH]c3ccccc23)C1c1ccccc1F (configuration not stated)	6	3	0.0	0.2
CCOc1ccc(N2C(=O)C3CC=CCC3C2=O)cc1 (configuration not stated)	10	1	0.2	-2.1
O=C(Cc1ccccc1)Nc1ccccc1N1CCOCC1	10	2	0.0	0.3
CC1(C)CC(=O)C2=C(C1)N(c1ccc(Br)cc1)C(N)=C(C#N)C2c1cccc([N+](=O)[O-])c1 (configuration not stated)	0	-3	0.1	-1.0
CC(=O)Oc1ccc(C)c2ccc(/C=C/c3ccccc3[N+](=O)[O-])nc12	8	-25	0.1	0.6
CCCC(=O)NC(c1ccc(C)cc1)c1ccc2cccnc2c1O (configuration not stated)	4	69*	-0.5	0.6
CCc1nc2cc(Br)c(C)c(C)c2nc1CC	-10	-6	-0.1	0.1
COc1ccnc(N2CCC(N(CC3CC3)C(=O)Cc3ccc(F)cc3)CC2)n1	-13	7	-0.3	-0.6
COC(=O)c1sccc1NC(=S)N1CCC(C(N)=O)CC1	1	-5	0.6	0.4
N#CC1=C(N)Oc2n[nH]c(-c3cccc([N+](=O)[O-])c3)c2C1c1ccc(OC(=O)N2CCOCC2)cc1 (configuration not stated)	2	-8	0.0	2.2
CCCCc1ccc(C(=O)Oc2ccc(OC(=O)c3ccc(CCCC)cc3)cc2)cc1	5	10	0.0	0.6
Cc1ccccc1-c1nc(C#N)c(NCc2ccco2)o1	2	-9	-0.2	-2.7
O=C(NNC(=S)Nc1ccc(F)cc1F)c1ccco1	23	-43	0.2	-1.2
CCCn1c(C2CC2)nc2ccccc21	-1	-2	0.0	9.9*
COC(=O)c1ccc2c(=O)n(Cc3ccc4c(c3)OCO4)c(SCC(=O)n3nc(C)cc3N)nc2c1	3	3	-0.1	-1.5
C/C(=N\NC(=S)NC(C)C)c1ccccc1OC(F)F	1	9	-0.2	1.5
CS(=O)(=O)Nc1ccc(C2=NN(C(=O)C3CCCCC3)C(c3ccccc3F)C2)cc1 (configuration not stated)	12	16	0.5	-0.5
Fc1ccc(N2CCN(Cc3ccco3)CC2)cc1	52*	6	0.1	-0.3
CCCCC(=O)Nc1sc2c(c1C(N)=O)CC(C)CC2 (configuration not stated)	1	-21	0.0	1.0
O=C(O)CC(C(=O)OCc1ccccc1)N1CCOCC1 (configuration not stated)	14	12	0.1	1.1
CSCCCN1CCc2nnc(CCNC(=O)c3ccco3)n2CC1	3	-2	-0.2	0.2
COc1ccc(N2CCN(C(=O)c3sc4nc(C)[nH]c(=O)c4c3C)CC2)cc1	-7	0	-0.1	-0.7
Cc1ccc(S(=O)(=O)/N=C(\c2ccc(Cl)cc2)N(C)C)cc1	1	-2	-0.1	-1.2
Cc1ccc(/C(O)=C2\C(=N)N(c3ccccc3)C3=C(C(=O)CCC3)C2c2cccc([N+](=O)[O-])c2)cc1 (configuration not stated)	13	6	-0.1	-1.2
O=[N+]([O-])c1ccccc1-c1cc(-c2cc(Cl)ccc2O)n[nH]1	-4	-35	0.1	-0.8
Cc1ccccc1Cn1c(C)c(CNCc2ccc(OC(C)C)cc2)c(C(=O)O)c1C	-9	10	1.8	2.0
CN1CCCCCC1=Nc1cc(N(C)C)nc2ccccc12	0	9	-0.2	-0.4
NC(=NCCc1c[nH]c2ccccc12)NS(=O)(=O)c1ccc2ccccc2c1	9	5	0.0	-2.5
CC(C)n1c(N2CCCC2CO)nc2c(NC3CC3)ncnc21 (configuration not stated)	1	-10	-0.1	0.7
N#Cc1c(NC2=CC(=O)CCC2)sc2c1CCCC2	-5	-12	-0.2	2.4
CC(C)(C)c1ccc(C(CC(=O)O)NC(=O)COc2ccccc2)cc1 (configuration not stated)	-27	-5	0.3	-0.1
O=C(Cn1c(=O)n(CC2CCCO2)c(=O)c2ccccc21)c1ccccc1 (configuration not stated)	2	0	-0.1	0.3
COc1ccc(C2(CC(=O)N3CCCCC3)CC(=O)N(C3CC3)C2=O)cc1 (configuration not stated)	9	14	0.8	2.6
COc1cccc(N2C(=O)C3C(c4cccc(Cl)c4Cl)OC4(C(=O)c5ccccc5C4=O)C3C2=O)c1 (configuration not stated)	12	-2	0.1	-0.8
CCCOc1ccc(C2NC(=O)NC(C)=C2C(=O)Nc2ccc(OC)cc2)c(O)c1 (configuration not stated)	13	0	0.3	-0.9

Profiles from above. Values in the order: MITF primary	TEAD-YAP block	FBW7 act	GPR151 ag
`CS(=O)(=O)Nc1ccc(C2=NN(C(=O)C3CCCCC3)C(c3ccccc3F)C2)cc1` (configuration not stated) is listed as 12	16	0.5	-0.5
`Cc1ccccc1Cn1c(C)c(CNCc2ccc(OC(C)C)cc2)c(C(=O)O)c1C` is listed as -9	10	1.8	2.0
`CC(C)n1c(N2CCCC2CO)nc2c(NC3CC3)ncnc21` (configuration not stated) is listed as 1	-10	-0.1	0.7
`Cc1ccc(/C(O)=C2\C(=N)N(c3ccccc3)C3=C(C(=O)CCC3)C2c2cccc([N+](=O)[O-])c2)cc1` (configuration not stated) is listed as 13	6	-0.1	-1.2

Further compounds follow.
SMILES	MITF primary	TEAD-YAP block	FBW7 act	GPR151 ag
COc1ccc(CCNC(=O)C(=O)Nc2ccc(C)c(C)c2)cc1	4	8	-0.1	1.0
O=C1Nc2cc(Br)ccc2C1(O)c1ccccc1O (configuration not stated)	8	1	-0.1	0.5
COc1ccc(-n2nc3c(c2NC(=O)c2cc4ccccc4oc2=O)CS(=O)(=O)C3)cc1	16	6	0.0	-0.3
CCc1ccc(NC(=O)CNC(=O)c2nn(-c3ccc(OC)cc3OC)c(=O)c3ccccc23)cc1	4	8	0.1	-0.5
CCN1CCN(C(=O)c2ccc(-n3cc(NC(=O)c4ccoc4)cn3)cc2)[C@@H](C)C1=O	0	3	0.0	-1.0
O=C1CC(N2CCCCC2)C(=O)N1c1ccc(Br)cc1 (configuration not stated)	-7	-5	0.2	1.6
CCN(CC)c1ccc(NC2=NS(=O)(=O)c3ccccc32)c(C)c1	9	-1	-0.1	0.9
CN(C)/C=C/C=C1/CCc2ccccc2C1=O	22	-1	0.2	-0.2
CCOC(=O)CS(=O)(=O)c1ccc(C(=O)NC2CCCCCC2)cc1[N+](=O)[O-]	0	-4	0.3	0.7
COc1ccc(-n2c(=S)[nH]c3cc(C(=O)NCc4ccc(F)cc4)ccc3c2=O)cc1	-6	-3	0.0	0.9
N#C/C(=C\c1cccn1-c1ccc([N+](=O)[O-])cc1)c1nn(-c2ccccc2)c(N)c1C#N	-10	2	-0.1	1.3
CCOCCCNc1ccc2nc3ccc(C)cc3c(=O)n2n1	8	-55	0.1	0.5
Nc1ccc2nc(N3CCOCC3)sc2c1	3	-52	-0.1	-7.0
Cc1cccc(N2CCN(C(=O)CCS(=O)(=O)c3ccc(Cl)cc3)CC2)c1C	16	7	0.1	0.0
O=C1C2C(C(=O)N1c1ccccc1)C1C=CC2C12CC2 (configuration not stated)	11	12	0.0	0.0
Cc1ccnc(NC(=O)CCC(=O)N(CC(=O)NCc2ccccc2)c2cccc(F)c2)c1	12	1	0.0	-0.4
Cc1nc2scc(-c3ccc(Cl)cc3)c2c(=O)n1-n1cccc1	4	-3	-0.1	-0.4
CCCCOc1ccc(/C=C2\N=C(c3ccc(Cl)c([N+](=O)[O-])c3)OC2=O)cc1	21	1	0.1	-0.8
COC(=O)c1ccc(C)c(NC(=O)/C=C/c2ccc(OC)c(OC)c2)c1	-8	-5	0.0	1.3
Nc1nc(Nc2ccc3c(c2)OCO3)cc(N2CCC(N3CCOCC3)CC2)n1	4	-1	-0.5	1.3
O=C(Cn1ncc2c3ccccc3n(Cc3ccccc3)c2c1=O)NCc1cccs1	0	-6	0.2	-0.4
CCOC(=O)[C@@H]1Nc2ccc([N+](=O)[O-])cc2[C@@H]2C=CC[C@H]12	1	9	-0.3	0.7
O=C(NCCOc1ccccc1)c1ccnc(NCCN2CCOCC2)c1	-2	-8	0.0	1.5
Cc1ccc(OCCCON2C(=O)CCC2=O)c(I)c1	0	-8	0.1	-0.6
CC(=O)OCc1nnn(-c2nonc2N)c1COC(C)=O	-7	-12	0.0	-1.2
CCN(CC)S(=O)(=O)c1ccc(N=Nc2c(O)n(C)c3ccccc23)nc1	-1	4	0.3	0.8
NC(=O)c1cc(-c2ccc(Br)cc2)nc2ccccc12	5	2	-0.1	3.0
O=C(CC(NS(=O)(=O)c1ccc(Cl)cc1)c1ccc(F)cc1)NO (configuration not stated)	0	12	-0.1	1.9
Cc1ccc(-n2nc3c(c2NC(=O)c2ccc(Br)o2)CS(=O)(=O)C3)cc1	0	-2	0.1	-1.0
FC(F)(F)C1=CC(c2ccc(Cl)cc2)=NCCN1	23	-2	0.2	0.9
CCOC(=O)CSc1nc(C)cc(C)c1C#N	-4	-3	-0.1	-1.3
OCCC1CCCCN1Cc1nc(N2CCCCCC2)c2ccccc2n1 (configuration not stated)	-3	-8	0.0	0.5
C=CCOCC(O)Cn1c(NCC(C)O)nc2c1c(=O)[nH]c(=O)n2C (configuration not stated)	2	-6	-0.1	1.2
O=C(Nc1ccccc1O)c1ccc(Cl)cc1	-6	-43	0.4	0.2
CN1CCN(C(CNC(=O)c2ccc3c(c2)OCO3)c2ccc3c(c2)OCO3)CC1 (configuration not stated)	-1	-3	0.0	-1.5
O=[N+]([O-])c1ccc(Cl)c(S(=O)(=O)Nc2cccc3ccccc23)c1	4	0	-0.1	0.0
Cc1ccc(NC(=O)COC(=O)C(CC(C)C)NC(N)=O)c(F)c1 (configuration not stated)	9	7	0.3	-1.9
CN(C)c1ccc(N=Cc2ccc(O)cc2)cc1	15	14	-0.5	0.1
Cc1ccc(NC(=O)C(=O)NCCCN2CCOCC2)cc1C	-1	-10	-0.2	1.2
COc1ccc2[nH]cc(CCn3ccc(O)c(Cc4ccccc4)c3=O)c2c1	-6	2	0.3	-0.3
Cc1nn(CC(=O)N2CCN(C34CC5CC(CC(C5)C3)C4)CC2)c(C)c1[N+](=O)[O-]	14	9	0.1	0.4
CCOC(=O)Cc1csc(NC(=O)Nc2ccccc2)n1	3	-35	-0.1	1.3
CCSc1nc(NCC(C)C)c2cnn(CCNC(=O)C3CC3)c2n1	8	-2	-0.1	0.5
N#Cc1c(NC(=O)C2CC2)sc2c1CCC2	-4	-15	0.0	-0.8
O=C(NCc1ccccc1)C(c1ccccn1)N(C(=O)c1csnn1)C1CCCC1 (configuration not stated)	2	4	0.0	3.7
O=C(Nc1ccc(Cl)cc1F)c1cc(S(=O)(=O)NC2CCCC2)ccc1F	-14	-3	0.0	-7.1
NC(=Nc1ccc(F)cc1)NO	3	.	.	-0.1
O=C(c1nn2c(C(F)(F)F)cc(-c3ccc(Br)cc3)nc2c1Br)N1CCCc2ccccc21	21	4	0.3	-1.6
Cc1nn(CC(=O)NC2CCCCC2)c(=O)c2cccn12	1	4	-0.2	-0.6
CCC(CO)Nc1ccc2ncc(-c3ccc(CO)cc3)n2n1 (configuration not stated)	17	26	0.3	-0.8
Cc1ccc(OCCC(=O)N2CCN(Cc3ccccc3)CC2)cc1	7	7	0.3	0.7
